Screens deposited in PubChem by National Center for Advancing Translational Sciences (NCATS).
pAkt inh: Akt phosphorylation inhibition; Neuro2A IGF-stimulated pAkt S473 HTRF, 20 min; stronger effect = lower value; activity change, % for hits at 50 µM; 360,000 tested, 0.32% active; in the data active = activity change below about -80%; inconclusive = mostly about -51% to -80%; note: % is set by controls: 0 for no effect and ±100 for the full control effect
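Single-point screen (50 µM final compound) in Neuro2A cells stimulated 20 min with 6 nM IGF at 37 deg C. After lysis, Ser473-phosphorylated Akt read by HTRF (ex 330 nm, em 615/665 nm) as the 665/615 ratio.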
EPAC2 agonist: EPAC2 (human) agonism. 360,000 tested, 0.079% active. AID 720711. Potency, µM (highest dose often 154 µM), inactives show at the top dose activation, most hits filed as activators. Q8WZA2. EPAC2 activation, biochemical qHTS; response scale: 100% = 6.5 mM cAMP response; note: potency is the fitted concentration of half-maximal effect; nearly all actives have a fitted effect of over 50% in size
Target sequence (Q8WZA2 whole entry, looked up): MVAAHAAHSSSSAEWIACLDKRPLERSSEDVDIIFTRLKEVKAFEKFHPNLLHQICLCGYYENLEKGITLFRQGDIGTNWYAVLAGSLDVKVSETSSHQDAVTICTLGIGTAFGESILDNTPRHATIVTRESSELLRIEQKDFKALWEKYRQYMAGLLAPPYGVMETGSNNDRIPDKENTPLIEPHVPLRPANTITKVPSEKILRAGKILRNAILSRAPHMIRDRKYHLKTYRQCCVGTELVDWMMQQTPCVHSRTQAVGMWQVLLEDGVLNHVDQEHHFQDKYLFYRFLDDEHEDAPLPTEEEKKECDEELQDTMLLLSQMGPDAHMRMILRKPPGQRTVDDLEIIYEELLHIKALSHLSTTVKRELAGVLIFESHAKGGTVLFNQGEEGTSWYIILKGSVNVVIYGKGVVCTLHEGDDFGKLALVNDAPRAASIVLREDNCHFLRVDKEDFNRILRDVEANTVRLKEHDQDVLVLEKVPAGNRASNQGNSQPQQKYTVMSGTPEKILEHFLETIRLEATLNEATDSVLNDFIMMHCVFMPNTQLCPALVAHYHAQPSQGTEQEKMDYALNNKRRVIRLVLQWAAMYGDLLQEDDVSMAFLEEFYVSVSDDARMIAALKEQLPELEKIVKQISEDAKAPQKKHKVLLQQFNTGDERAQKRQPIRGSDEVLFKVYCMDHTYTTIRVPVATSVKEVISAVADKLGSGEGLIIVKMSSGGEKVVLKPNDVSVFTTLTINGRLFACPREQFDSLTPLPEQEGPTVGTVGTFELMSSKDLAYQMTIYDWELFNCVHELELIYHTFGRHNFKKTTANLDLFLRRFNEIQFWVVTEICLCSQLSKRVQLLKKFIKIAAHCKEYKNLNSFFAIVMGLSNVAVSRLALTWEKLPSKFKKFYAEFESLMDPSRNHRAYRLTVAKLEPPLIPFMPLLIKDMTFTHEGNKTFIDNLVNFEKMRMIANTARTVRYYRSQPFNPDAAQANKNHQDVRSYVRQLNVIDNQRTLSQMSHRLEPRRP
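Compounds were added across a concentration range to EPAC2 (100 nM), RAP1B-BODIPY-GDP (250 nM) and GDP (50 uM). After 5 min at room temperature, fluorescence was recorded at 5-min intervals for 30 min.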
TGFb inhibitor: inhibitors of TGF-b signaling; HepG2 CAGA-GFP TGF-b/SMAD3 reporter, GFP fluorescence, 18 h; TGF-beta stimulated, 500 pg/mL final; Potency, µM (series often up to 46.1 µM), for inactives: top-dose activity, negative = inhibition, usual class: inhibitors; 410,000 tested, 1.2% active; AID 588855; note: potency is the fitted concentration of half-maximal effect; % is set by controls: 0 for no effect and ±100 for the full control effect; nearly all actives have a fitted effect of over 65% in size
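HEPG2 CAGA-GFP cells (1000/well, DMEM with 1% FBS) were pre-incubated 2 h at 37 degrees C, given compound by pin tool, then stimulated with TGF-beta at 500 pg/mL final for 18 h before per-cell GFP fluorescence imaging.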
EPAC2 antagonist: EPAC2 (human) antagonism; Q8WZA2; EPAC2 GEF exchange of Rap1B-BODIPY-GDP, fluorescence; Potency, µM (top dose mostly 114 µM), for inactives: at the highest dose activity, negative = inhibition, usual class: inhibitors; 360,000 tested, 0.18% active; note: potency is the fitted concentration of half-maximal effect; % is set by controls: 0 for no effect and ±100 for the full control effect; nearly all actives have a fitted effect of over 45% in size; many of its hits are not listed in these tables
Nrf2 block: inhibitors of Nrf2 signaling; 360,000 tested, 2.1% active; A549 ARE-Fluc reporter, luciferase luminescence, 18-24 h; Potency, µM (doses to about 46 µM), without a hit: at the highest dose activity change, negative = inhibition, actives largely listed as inhibitors; note: potency is the fitted concentration of half-maximal effect; % is set by controls: 0 for no effect and ±100 for the full control effect; nearly all actives have a fitted effect of over 60% in size
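Two sequential reads on A549 ARE_Fluc cells exposed to compound for 18-24 h: a CellTiter-Fluor fluorescence read for viability, then a luciferase luminescence read for Nrf2/ARE activity.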
CCT chaperon mod: cytosolic chaperonin activity modulation; purified chaperonin ATPase assay, HTRF ADP detection, 30 min; activity change, % (no concentration beside the values), hits read low; 360,000 tested, 0.3% active; AID 651819; in the data active = activity change below about -30%; note: % is set by controls: 0 for no effect and ±100 for the full control effect
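First, chaperonin was dispensed at 40 nM or 20 nM final depending on batch activity. Next, compounds were pinned at 76 uM and ATP added at 10 uM. After 30 min at 37 °C, ADP detection reagents ran 30 min at ambient temperature.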
Nrf2 activator: Nrf2 pathway activation. AREc32 ARE-luciferase reporter (MCF7-derived line), luminescence, 24 h. Potency, µM (series often up to 46.1 µM), inactives show at the highest dose activation, hits mostly activators. 410,000 tested, 0.31% active; note: potency is the fitted concentration of half-maximal effect; % of control where 0% means no effect; nearly all actives have a fitted effect of over 65% in size
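Quantitative high-throughput format: AREc32 reporter cells, 1000 per well, received compound by pin transfer and were incubated 24 hr at 37 deg C, 5% CO2, before Steady-Glo luminescence detection.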
MmCpn inh: blocks the Methanococcus maripaludis chaperonin Mm-Cpn; Potency, µM (series often up to 76.9 µM), without a hit: at the highest dose activity, negative = inhibition, most hits filed as inhibitors; AID 504842; 330,000 tested, 0.031% active; purified Mm-Cpn ATPase, ADP Transcreener TR-FRET; note: potency is the fitted concentration of half-maximal effect; % is set by controls: 0 for no effect and ±100 for the full control effect; nearly all actives have a fitted effect of over 80% in size
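Measured: ADP formation by purified Mm-CPN. Conditions: 25 nM protein, 10 uM ATP, Tris pH 7.4 with Mg2+, K+ and DTT, 37°C for 30 min. Detection: Transcreener HTRF after 30 min at room temperature.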
A549 tox: kills or reduces viability of A549 cells in Nrf2 counter-screen; A549 ARE-Fluc cells, CellTiter-Fluor viability, 18-24 h; Potency, µM (titrated, usually from 46 µM), without a hit: at the highest dose activity change, negative = cytotoxicity, actives largely listed as inhibitors; 390,000 tested, 0.16% active; AID 504648; note: potency is the fitted concentration of half-maximal effect; % is set by controls: 0 for no effect and ±100 for the full control effect
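A549 ARE_Fluc cells in 5% FBS OPTI-MEM were exposed to compounds in concentration-response for 18-24 h at 37 deg C. Viability was read by CellTiter-Fluor fluorescence (Ex 405/Em 525) after 30 min, before the luciferase read.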
* = called active by the depositor; i = inactive; u = inconclusive; x = no result given; [ ] = remark or other dose. Unless noted, calls come from the whole dose curve; as a rule, active = well fitted curve in the direction sought with a large enough effect; inconclusive = small, poorly fitted or top-dose-only effect, or another doubt; inactive = no such curve, though single readings can be large; an effect the other way counts as inactive or inconclusive. An excerpt, so the mix of outcomes need not match the whole.

SMILES	pAkt inh	EPAC2 agonist	TGFb inhibitor	EPAC2 antagonist	Nrf2 block	CCT chaperon mod	Nrf2 activator	MmCpn inh	A549 tox
COC1CCN(C(=O)c2ccc(OC3CCN(Cc4ccccn4)CC3)cc2)CC1	i	0.4%	8.8%	13.8%	2.5%	3.1	0.1%	-0.5%	-8.1%
O=c1c([N+](=O)[O-])cc(C(F)(F)F)cn1Cc1cccc(Cl)c1	i	-0.7%	12.6%	-7.1%	-25.9%	0.4	-1.0%	-0.8%	-1.3%
O=C1NC(=S)N/C1=C/c1ccc2ccccc2c1	i	8.0%	-1.3%	0.8%	6.8%	-2.4	3.1%	0.1%	15.9%
COC(C(=O)N1CCC(n2nccc2NC(=O)C2CC2)CC1)c1ccccc1 (stereo not given)	i	-8.0%	9.5%	-13.2%	u	0.7	-0.7%	1.0%	0.3%
NC(=O)c1nsc(C(=O)N(Cc2ccc(F)cc2)C(C(=O)NCC2CCCO2)c2ccc(F)cc2)c1N (stereo not given)	i	-3.0%	3.4%	-21.1%	u	1.3	3.7%	-2.4%	-6.3%
CCSC1=NSC2=NC(=O)/C(=C\c3coc4ccccc4c3=O)C(=N)N12	i	100µM*	-1.9%	73.5%[activator]	7.8%	-0.5	7.8%	0.1%	-14.2%
c1csc(-c2nc(NCCCN3CCOCC3)c3ccccc3n2)c1	i	2.5%	-8.3%	-1.4%	-4.5%	1.6	5.3%	-1.4%	-17.3%
O=C(Nc1ccccc1)c1ccccc1C(=O)N1CCCCC1	i	4.1%	-16.3%	2.4%	-3.1%	0.0	-0.5%	-2.2%	-0.3%
Cc1ccc(C(=O)Nc2ccc3oc(-c4ccncc4)nc3c2)c(Cl)c1	x	x	-10.4%	x	-13.3%	x	-0.4%	x	-3.4%
CCCCn1nnnc1SCC(=O)N1CCN(C(=O)c2ccco2)CC1	i	3.3%	11.6%	-3.8%	-10.1%	-0.8	-0.6%	2.0%	-0.6%
CC(=O)Nc1ccc(N2C(=O)CC(N3CCN(Cc4ccc5c(c4)OCO5)CC3)C2=O)cc1 (stereo not given)	i	-7.9%	4.0%	9.1%	23.4%	-2.8	-0.3%	-1.6%	-1.7%
NC(=S)NN=C1CCCCCCCCCC1	i	7.9%	u	-0.8%	u	-3.1	7.0%	x	5.7%
COCCCN1C(=O)C(CC(=O)NC2CCCCC2)CC(C(=O)N(C)C)=C1C (stereo not given)	i	3.6%	5.8%	5.0%	x	-1.0	-0.7%	x	x
CCOc1ccc(C2OC34CCCCC3C(C#N)(C#N)C2(C#N)C(=N)O4)cc1OC (stereo not given)	i	9.1%	54.6%[activator]	17.2%	1.6%	-0.9	0.1%	1.1%	-2.1%
N#CCCn1cc(C(=O)O)c(-c2cc3ccccc3o2)n1	i	-0.1%	-7.9%	10.3%	5.4%	-1.9	-0.6%	2.1%	-1.0%
COc1ccc(N=C2SCC(c3ccccc3)=NN2C)cc1	i	10.9%	u	-4.9%	6.9%	1.2	3.4%	1.5%	20.4%
CCN1CCN(CCC(=O)Nc2ccc(C)cc2)CC1	i	16.4%	-5.5%	11.0%	-13.1%	-4.9	-0.4%	-0.3%	-0.1%
CCc1ccccc1NC(=O)NCc1cccnc1	i	4.2%	7.9%	2.6%	5.0%	0.4	-0.5%	-0.3%	-0.3%
O=C(NCC#CCOCc1ccccc1)c1ccccc1	i	9.5%	-7.4%	-9.2%	0.3%	-1.0	6.1%	-1.3%	7.6%
CCC12OC(=N)C(C#N)(C1C)C(C#N)(C#N)C(c1ccccc1)O2 (stereo not given)	i	6.0%	7.4%	-1.7%	0.1%	0.0	-0.4%	-1.4%	-5.2%
COc1ccc(/C(N)=N/OC(=O)Cc2cccs2)cc1OC	i	20.4%	u	6.7%	u	-0.2	5.2%	-11.2%	2.9%
Cc1ccc(-c2nnc(Nc3cccc(O)c3)c3ccccc23)cc1S(=O)(=O)NCC1CCCO1 (stereo not given)	x	x	u	x	u	x	0.0%	x	0.7%
Cc1ccc(-c2nc3c(c(SCC(=O)N4CCCC4)n2)COC(C)(C)C3)cc1	i	1.9%	-4.7%	-6.7%	x	-0.8	-1.4%	x	x
Cc1ccc(S(=O)(=O)N2CCC(=O)N([C@H](COCc3ccc(Cl)cc3)Cc3ccccc3)CC2)cc1	i	13.2%	x	4.5%	x	-0.9	-0.9%	x	x
CC1=C(C#N)C2C(/C1=N/O)C2(C)C (stereo not given)	i	0.7%	-25.3%	-25.1%	u	1.5	1.1%	0.1%	-18.1%

Rewritten with values under each structure: entries from further up
Every second line gives: pAkt inh | EPAC2 agonist | TGFb inhibitor | EPAC2 antagonist | Nrf2 block | CCT chaperon mod | Nrf2 activator | MmCpn inh | A549 tox
> O=C(NCC#CCOCc1ccccc1)c1ccccc1
    i | 9.5% | -7.4% | -9.2% | 0.3% | -1.0 | 6.1% | -1.3% | 7.6%
> COC1CCN(C(=O)c2ccc(OC3CCN(Cc4ccccn4)CC3)cc2)CC1
    i | 0.4% | 8.8% | 13.8% | 2.5% | 3.1 | 0.1% | -0.5% | -8.1%
> c1csc(-c2nc(NCCCN3CCOCC3)c3ccccc3n2)c1
    i | 2.5% | -8.3% | -1.4% | -4.5% | 1.6 | 5.3% | -1.4% | -17.3%

The results go on:
SMILES	pAkt inh	EPAC2 agonist	TGFb inhibitor	EPAC2 antagonist	Nrf2 block	CCT chaperon mod	Nrf2 activator	MmCpn inh	A549 tox
CCCCCCn1c(=O)[nH]c2c(c1=O)CCC2	i	8.7%	3.7%	-6.9%	u	1.7	-0.8%	1.0%	0.7%
O=C(/C=C\c1cn(-c2ccccc2)nc1-c1ccccc1)Nc1nccs1	i	0.3%	u	6.7%	u	-2.1	4.1%	-2.4%	-19.9%
Cc1ccc(S(=O)(=O)/N=C(/Nc2c(C)n(C)n(-c3ccccc3)c2=O)c2ccc(Cl)cc2)cc1	i	8.4%	18.0%	4.6%	2.9%	-4.6	-0.7%	0.0%	1.5%
CCOP(=O)(c1ccc(N(C)C)cc1)C(O)c1ccc(OC)cc1 (stereo not given)	i	-10.2%	8.2%	1.1%	-9.8%	0.8	-0.1%	-0.9%	-6.9%
Cn1c(=O)[nH]c(=O)c2c1nc(Br)n2C/C=N/Nc1ccccc1	i	5.5%	0.8%	0.2%	u	1.7	12.6%	-1.7%	-3.2%
C/C(=N/Nc1cc(-c2ccccc2)nc(-c2ccccc2)n1)c1ccc(O)cc1	i	5.3%	u	11.6%	-25.6%	-2.4	-1.1%	-0.6%	-16.6%
CCOC(=O)CCCCC(=O)c1[nH]c(=O)[nH]c1C[n+]1ccc(C)cc1	i	-3.2%	u	5.1%	3.3%	-1.1	-0.3%	2.6%	-1.1%
Cc1cccc(NC2=NC(C)(C)N=C(N)N2)c1C	i	-3.4%	-3.6%	1.9%	7.3%	2.0	-0.6%	-0.1%	-1.4%
O=C(Cn1ccc(=O)[nH]c1=O)Nc1ccc(C(=O)O)c(O)c1	i	0.0%	35.0%[activator]	0.3%	17.9%	2.9	0.0%	u	0.6%
C/C(CC(=O)Nc1cccnc1)=N\NC(=O)c1ccc([N+](=O)[O-])c(Cl)c1	i	-7.8%	-0.2%	-2.6%	8.9%	-3.4	3.2%	-1.6%	15.7%
COc1ccc(NC(C)=O)cc1S(=O)(=O)NC(Cc1ccccc1)C(=O)NCc1ccccc1C (stereo not given)	i	5.7%	-4.4%	3.4%	29.9%	1.3	0.7%	0.3%	-10.9%
COc1cccc(NC(=O)c2cnc[nH]2)c1	i	6.5%	-1.8%	-1.2%	u	-2.7	-0.7%	0.1%	-2.6%
CN(C(=O)c1ccc(S(=O)(=O)N2CCCCC2)cc1)C1CCS(=O)(=O)C1 (stereo not given)	i	0.9%	0.0%	5.8%	u	-3.5	-0.4%	0.0%	-2.7%
COc1ccc(-c2nc3ncccn3c2Br)cc1	i	4.5%	u	1.2%	u	0.0	u	0.0%	9.6%
O=C(COc1ccccc1)NCC(=O)N1CCCC(C(F)(F)F)C1 (stereo not given)	i	15.1%	2.6%	7.4%	-2.6%	0.8	0.0%	x	-8.7%
COc1ccc(S(=O)(=O)Nc2ccc(Nc3ccccc3)cc2)cc1	i	21.6%	u	-2.1%	-8.8%	1.2	0.5%	x	0.4%
CC1CCC(NC(=O)COC(=O)CCC(=O)c2ccc(Cl)s2)CC1 (stereo not given)	i	-9.9%	-8.2%	-6.2%	13.8%	-2.7	-0.1%	-6.2%	2.0%
COc1ccc(S(=O)(=O)Nc2ccc(C)cc2)cc1OC	i	-8.1%	-3.1%	4.4%	4.0%	0.2	-0.7%	0.7%	-3.7%
O=C(O)c1ccc(/C=N\Nc2ccc(S(=O)(=O)N3CCOCC3)cc2[N+](=O)[O-])cc1	i	11.7%	-0.1%	11.4%	2.8%	-0.9	0.2%	0.7%	-11.7%
CN(CC(=O)Nc1cccc2ccccc12)C(=O)c1cccc(S(=O)(=O)N(C)C)c1	i	-5.9%	5.8%	-28.1%	-15.9%	-0.9	-0.3%	1.9%	5.7%
COc1cc(C)ccc1OCC(=O)OCC(=O)c1ccc[nH]1	i	0.8%	20.7%	12.8%	2.3%	0.1	-0.2%	1.3%	5.4%
CCCCNC(=O)OCCNC(=O)Oc1cccc(C)c1	i	1.2%	-10.4%	2.9%	u	-7.0	0.1%	0.4%	-18.9%
COC(=O)CCC(=O)NNC(=O)c1ccc([N+](=O)[O-])cc1	i	10.8%	-9.9%	4.3%	-13.4%	2.4	0.1%	-4.8%	-7.2%
CN1CCN(C(=O)CC2C(=O)NCCN2Cc2ccc(-c3ccccc3)cc2)CC1 (stereo not given)	i	4.8%	-5.9%	6.9%	8.7%	-0.6	0.4%	0.1%	1.4%
